Assay outcomes (PubChem)
DDE Tn6 FP inh: disrupts Tn6 cyclic peptide binding to fibrin D-Dimer-E complex; P02675; Fibrin DD(E) TRITC-Tn6 fluorescence polarization displacement; inhibition, % at 8.3 µM; 370,000 compounds, 0.21% hits;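 active = inhibition above a per-campaign cutoff: mean of compounds within control limits plus 3 SD, cut at about 15% in these data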;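 also: 0% = median of all compound wells on the plate and 100% = blocking peptide control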
DDE Tn7 FP inh: disrupts Tn7 cyclic peptide binding to fibrin D-Dimer-E complex; P02675; AID 720508; inhibition, % at 8.3 µM; FP displacement of FITC-Tn7 peptide from fibrin DD(E); 0% = median of compound wells per plate; 370,000 compounds, 0.13% hits;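 active = inhibition above the mean of compounds falling within the control limits plus 3 SD of them, cut at about 14% in these data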;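 also: 0% = plate median of compound wells and 100% = 10 µM Aha-Tn7 peptide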
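system = human fibrin DD(E) protein | quantity = DD(E) 2 µM final | medium = Tris/NaCl/CaCl2 buffer, pH 7.8 | also added = labelled Tn7 tracer, 0.1 µM | compound dosing = single point at 8.3 µM | timing = compound with protein 10 min, then 3 h after probe, room temperature | signal = FP measurement | benchmarks = Aha-Tn7 high control | repeats = one replicate per compound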
TDP2 inh: TDP2 (human) inhibition, absorbance primary screen. AID 720702. recombinant TDP2, T5PNP hydrolysis, p-nitrophenol absorbance 415 nm. 370,000 compounds, 0.34% hits. inhibition, % at 12.8 µM;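 active = inhibition above the mean of all tested compounds plus 3 SD, set per campaign, cut at about 25% in these data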;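 also: 0% = DMSO with enzyme and 100% = buffer with substrate but no TDP2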
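Assay system: recombinant human TDP2 / Reagent: T5PNP substrate at 5 mM, a TopII-DNA adduct mimic / Measured by: epi absorbance from released p-nitrophenol / Evaluation: % inhibition relative to enzyme-containing and enzyme-free wells / Control set: enzyme-free and DMSO wells / Replicates: each compound tested once, singlicate / Schedule: enzyme reaction with compound for 2 h at 37 °C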
proKLK7 act: activates the human kallikrein-7 zymogen | activation, % at 7 µM | P49862 | purified proKLK7, EDANS-DABCYL substrate fluorescence; 100% is mature enzyme control, 0% vehicle | 370,000 compounds, 0.9% hits;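 active = activation above the mean of all tested compounds plus 3 SD, computed per campaign excluding outliers beyond control limits, cut at about 13% in these data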
Target sequence (P49862 whole entry, looked up): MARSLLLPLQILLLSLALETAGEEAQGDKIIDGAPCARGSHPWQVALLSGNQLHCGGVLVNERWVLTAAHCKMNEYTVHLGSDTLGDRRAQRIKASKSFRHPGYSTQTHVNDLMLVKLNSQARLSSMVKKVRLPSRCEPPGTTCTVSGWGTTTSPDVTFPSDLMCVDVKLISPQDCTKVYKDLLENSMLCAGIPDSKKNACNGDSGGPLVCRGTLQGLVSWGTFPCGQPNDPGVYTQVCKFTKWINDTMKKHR
MBD2 inh: MBD2-methylated oligo binding inhibition; TR-FRET, MBD2 binding to methylated oligonucleotide; 370,000 compounds, 0.31% hits; inhibition, % at 4.4 µM; Q9UBB5; in the data active = inhibition above about 13%
Target sequence (Q9UBB5 whole entry, looked up): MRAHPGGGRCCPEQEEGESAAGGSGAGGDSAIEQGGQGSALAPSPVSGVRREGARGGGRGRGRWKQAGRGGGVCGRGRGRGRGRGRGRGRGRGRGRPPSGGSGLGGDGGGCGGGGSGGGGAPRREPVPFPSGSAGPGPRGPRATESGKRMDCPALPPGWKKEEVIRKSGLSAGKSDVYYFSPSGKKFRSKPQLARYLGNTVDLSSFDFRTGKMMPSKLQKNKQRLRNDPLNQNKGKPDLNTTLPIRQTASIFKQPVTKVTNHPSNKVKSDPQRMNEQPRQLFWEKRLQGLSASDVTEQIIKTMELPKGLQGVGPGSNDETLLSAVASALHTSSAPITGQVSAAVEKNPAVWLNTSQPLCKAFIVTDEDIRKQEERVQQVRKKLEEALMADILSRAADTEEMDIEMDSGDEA
TCR CD3 inh: human TCR-CD3 binding inhibition; 360,000 compounds, 0.37% hits; TAMRA-labeled TCR probe fluorescence, biochemical; AID 651800; inhibition, % at 9.4 µM; in the data active = inhibition above about 19%;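 also: recombinant mutant TCR 2C K166C tagged with TAMRA read by polarization; 0% = receptor in buffer alone and 100% = receptor with positive control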
UHRF1 binding: human UHRF1 methylated DNA binding inhibitors; 370,000 compounds, 0.75% hits; AID 687016; UHRF1 binding to methylated oligo, TR-FRET; inhibition, % at 4.4 µM; Q96T88; in the data active = inhibition above about 21%;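 also: UHRF1 SRA domain binding a hemimethylated CpG hairpin DNA probe; 0% = median of test compound wells and 100% = reference inhibitor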
LEDGF integ inh: blocks HIV-1 LEDGF/p75-dependent DNA integration | inhibition, % at 3.7 µM | TR-FRET IN-LEDGF/p75 DNA integration, Eu/Cy5 | 370,000 compounds, 0.64% hits;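 active = inhibition above the screen-wide mean plus 3 SD, cut at about 13% in these data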;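 also: signal is the Cy5 over europium emission ratio at 671 and 618 nm; 0% = plate median of compound wells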
PRMT1 FP inh: blocks human protein arginine methyltransferase 1; Q99873; recombinant PRMT1, activity-based probe fluorescence polarization; inhibition, % at 2.79 µM; 370,000 compounds, 1.3% hits; AID 652257;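 active = inhibition above about 21% made by adding two undisclosed values, limit read from the data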
SIAE inh: blocks human sialic acid acetylesterase; Q9HAT2; SIAE FP-Rh probe binding, fluorescence polarization; inhibition, % at 9.66 µM; 370,000 compounds, 0.69% hits; AID 1053197;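 active = inhibition above a cutoff: mean of compounds within the control limits plus 3 SD of those, cut at about 17% in these data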;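 also: 0% = plate median of compound wells and 100% = probe without SIAE protein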
An asterisk follows results filed as active; x = no result given.

DDE Tn6 FP inh,DDE Tn7 FP inh,TDP2 inh,proKLK7 act,MBD2 inh,TCR CD3 inh,UHRF1 binding,LEDGF integ inh,PRMT1 FP inh,SIAE inh,structure
9,4,2,0.0,1,3,3,0,4,-4,Cc1cc(C(=O)N(C2CCCCC2)C2CCCCC2)no1
2,5,-1,0.1,4,-5,1,-9,4,4,COc1ccc(NC(=O)CSc2nnc(-c3ccc(F)cc3)o2)cn1
5,-1,7,0.6,7,0,1,0,12,-6,O=C(NCc1ccccc1)[C@@H]1CSC2c3ccccc3C(=O)N21 (stereo not given in full)
0,6,13,13*,-5,0,-6,3,2,0,COCCn1c(N)c(C(=O)NCC2CCCO2)c2nc3ccccc3nc21 (stereo not given)
-6,-2,0,0.5,-3,11,4,1,1,-2,Cc1nc2ccccc2c(C)c1C(=O)c1ccccc1
-4,-2,-3,-0.4,0,-1,0,-3,7,2,O=C(NCCCl)Nc1cc([N+](=O)[O-])ccc1Cl
-6,-5,-6,-0.3,11,-3,17,-5,3,0,Oc1cc(Cc2ccccc2)cnc1CN1CCOCC1
-6,2,-13,0.0,0,0,10,1,3,-4,CC(=O)Nc1ccc(S(=O)(=O)NCC(C)NS(=O)(=O)c2ccc(NC(C)=O)cc2)cc1 (stereo not given)
-4,0,6,0.8,2,-3,2,-1,0,2,NS(=O)(=O)c1ccc(NC(=S)NC(=O)c2cccnc2)cc1
0,-4,-3,-0.9,4,-3,-1,5,4,9,CC(C)c1ccccc1NC(=O)Nc1nc(C(N)Cc2ccc(C(F)(F)F)cc2)cs1 (stereo not given)
-8,-3,-2,0.5,-1,-3,-7,-1,4,4,CCS(=O)(=O)c1ccc(N=Nc2ccc(O)c3ncccc23)c(OC)c1
-7,-9,-4,0.5,2,0,4,2,0,1,CCc1ccc2c(c1)C(c1ccc([N+](=O)[O-])cc1)=NNC(c1ccc(F)cc1)=N2
0,0,5,0.2,1,-4,1,-4,2,-12,O=C(CN1C(=O)c2ccccc2C1=O)N1CCN(C2c3ccccc3-c3ccccc32)CC1
-3,-6,-9,-0.6,2,-3,1,-3,2,-2,CC(=O)N1CCN(S(=O)(=O)c2ccc(Cl)cc2F)CC1
0,3,0,-0.7,9,8,-2,-1,-1,1,COc1cccc(OC)c1C(=O)NC(=O)Nc1c(F)cc(F)cc1F
2,-2,-6,0.5,-3,4,2,1,1,-3,CCC(OCC(O)CN1CCN(CCN2C(=O)c3cccc4cccc(c34)C2=O)CC1)c1ccccc1 (stereo not given)
7,-1,2,0.1,-4,4,0,1,0,0,CN1C(C(=O)Nc2ccccn2)=C(O)c2sc(Cl)cc2S1(=O)=O
-3,-4,2,1.1,1,2,-3,3,-2,4,Cc1ccc(C)c(NC(=O)CN(C)C(=O)c2cc(C3CC3)nn2-c2ccccc2)c1
-7,2,9,30*,-8,2,-4,0,-1,0,CN1CCN(C(=O)c2cc3nc(-c4ccco4)cc(C(F)(F)F)n3n2)CC1
6,2,-17,-0.1,-7,1,-3,6,-5,-2,Cc1nc2c(C)cccn2c(=O)c1NC(=O)c1ccc(Br)o1
1,-4,-10,-0.2,-4,-5,-2,9,5,-1,CCOC(=O)[C@]12CCC=C1N(Cc1ccc3c(c1)OCO3)C(=O)[C@H](CC(=O)N1CCN(C(=O)c3ccco3)CC1)C2
7,-5,11,0.0,-2,4,0,3,0,-5,O=S(=O)(c1ccc(Cl)cc1)N1CCCN(c2nc3ccc(Cl)cc3s2)CC1
2,5,-9,1.3,-7,7,-3,-1,-1,-6,Cc1c(C(=O)N2CCN(S(=O)(=O)c3cc(F)ccc3F)CC2)oc2ccccc12
-2,-4,-11,-1.6,-8,-13,-6,1,-2,-3,Cc1ccc2cc(/C=N/NC(=O)CN3CCOCC3)c(Cl)nc2c1
1,-1,-1,-0.4,-2,6,-2,-2,-1,5,CC(=O)Nc1ccc(OC(=O)C(CCS(C)(=O)=O)N2C(=O)c3ccccc3C2=O)cc1 (stereo not given)

(listing goes on)
DDE Tn6 FP inh,DDE Tn7 FP inh,TDP2 inh,proKLK7 act,MBD2 inh,TCR CD3 inh,UHRF1 binding,LEDGF integ inh,PRMT1 FP inh,SIAE inh,structure
0,-1,14,0.2,2,1,-1,3,3,-1,Cc1csc(NC(=O)CCNS(=O)(=O)c2ccc3c(c2)c(=O)n(C)c(=O)n3C)n1
-8,0,2,-7.1,0,5,4,-1,2,5,Cn1c(=O)c(=O)n(C)c2cc(N3CCOCC3)c(NS(=O)(=O)c3ccc(F)c(Cl)c3)cc21
-4,-2,4,-0.2,4,-3,0,5,-1,2,CC(C)CNc1oc(-c2ccccc2Cl)nc1C#N
-2,-1,-2,0.5,5,-6,5,0,2,-7,COc1ccc(-c2cc(C)no2)cc1S(=O)(=O)N(C)c1ccc(C)cc1
6,8,-3,-0.1,0,6,-2,-1,0,4,CCc1nc2ccc(C(=O)N3CCN(C(=O)c4ccco4)CC3)cn2c1N(C)C(=O)c1cccc(OC)c1
-4,-2,3,-0.5,10,-2,18,2,3,4,CS(=O)(=O)N1CCC(C(=O)N2CCC(Cc3ccccc3)CC2)CC1
1,2,7,0.1,1,x,2,-4,2,0,CCCC[C@H]1C2CC(OC(=O)NCc3ccccc3)C(C2)[C@H]2CCCCN21 (stereo not given in full)
1,-6,20,2.4,0,1,-2,3,-2,1,N#C/C(=C\c1ccccc1)C(=O)Nc1ccccn1
7,4,3,0.2,0,0,4,-4,7,8,COC(=O)c1c(NC(=O)C2C3CCC(C3)C2C(=O)O)sc2c1CCCCC2 (stereo not given)
1,-7,-11,-0.3,-3,-4,-2,2,-8,4,CCN(CC)c1ccc(/C=N/NC(=O)c2ccccn2)cc1
10,10,-18,-0.3,-5,0,0,1,-1,-6,O=C(O)CCCC(=O)Nc1cccc(-c2nc3ccccc3[nH]2)c1
-8,-10,-1,-0.1,1,7,2,3,2,1,COc1ccccc1N1CCN(CC(O)COc2ccc(C)c(C)c2)CC1 (stereo not given)
3,0,-1,0.3,-1,-4,2,0,4,-3,O=S(=O)(Nc1ccccc1Br)c1cccc2cccnc12
-1,-2,-5,-0.1,-5,5,-2,4,2,0,COc1ccc(N2CCN(C3C(=O)Nc4ccccc4-n4nnnc43)CC2)cc1 (stereo not given)
-2,-7,-6,1.5,3,0,1,0,-3,-6,CCN(CC)S(=O)(=O)c1cccc(C(=O)OCC(=O)N2CC(=O)Nc3ccccc32)c1
3,-4,-5,-0.3,1,1,2,-2,0,-11,CCC(CC)Nc1ccc(C(CC(N)=O)NC(=O)Cc2cccc3ccccc23)cc1[N+](=O)[O-] (stereo not given)
10,5,6,-0.4,-1,3,-1,-5,-1,2,COc1ccc(N2CCN(CCNS(=O)(=O)c3cccc4nsnc34)CC2)cc1
8,-7,-5,-0.1,4,6,-3,0,-2,-6,CCOC(=O)N(Cc1ccccc1)C(C(=O)O)C(C(=O)O)N(Cc1ccccc1)C(=O)OCC (stereo not given)
4,9,-1,0.3,-2,1,2,-4,3,-6,O=C(COc1ccc([N+](=O)[O-])cc1Cl)Nn1cnnc1
6,4,-1,-0.5,-7,-3,-6,0,2,1,C/C(CC(=O)NCCCN1CCOCC1)=N\NC(=O)COc1ccc(C)cc1
3,-3,-9,0.5,-3,11,1,-3,-2,3,CC1=C(C(=O)NC2CCCc3c2cnn3-c2ccc(F)cc2F)OCCO1 (stereo not given)

An excerpt from above in order of length of the SMILES, rising.
DDE Tn6 FP inh,DDE Tn7 FP inh,TDP2 inh,proKLK7 act,MBD2 inh,TCR CD3 inh,UHRF1 binding,LEDGF integ inh,PRMT1 FP inh,SIAE inh,structure
-4,-2,4,-0.2,4,-3,0,5,-1,2,CC(C)CNc1oc(-c2ccccc2Cl)nc1C#N
1,-6,20,2.4,0,1,-2,3,-2,1,N#C/C(=C\c1ccccc1)C(=O)Nc1ccccn1
1,-7,-11,-0.3,-3,-4,-2,2,-8,4,CCN(CC)c1ccc(/C=N/NC(=O)c2ccccn2)cc1
0,-1,14,0.2,2,1,-1,3,3,-1,Cc1csc(NC(=O)CCNS(=O)(=O)c2ccc3c(c2)c(=O)n(C)c(=O)n3C)n1
-8,0,2,-7.1,0,5,4,-1,2,5,Cn1c(=O)c(=O)n(C)c2cc(N3CCOCC3)c(NS(=O)(=O)c3ccc(F)c(Cl)c3)cc21

An excerpt from above in order of their number in SIAE inh, rising:
mol	DDE Tn6 FP inh	DDE Tn7 FP inh	TDP2 inh	proKLK7 act	MBD2 inh	TCR CD3 inh	UHRF1 binding	LEDGF integ inh	PRMT1 FP inh	SIAE inh
COc1ccc(-c2cc(C)no2)cc1S(=O)(=O)N(C)c1ccc(C)cc1	-2	-1	-2	0.5	5	-6	5	0	2	-7
O=C(O)CCCC(=O)Nc1cccc(-c2nc3ccccc3[nH]2)c1	10	10	-18	-0.3	-5	0	0	1	-1	-6
CC(C)CNc1oc(-c2ccccc2Cl)nc1C#N	-4	-2	4	-0.2	4	-3	0	5	-1	2
